BAZ2B block – blocks human BAZ2B; AlphaScreen BAZ2B-H3K14Ac peptide displacement; Potency, µM (doses to about 114 µM), for the others: at the highest dose activity change, negative = inhibition, usual class: inhibitors; AID 504333; 360,000 tested, 4.4% active; Q9UIF8; further: on the % scale 0 is the no-effect control and ±100 the full control effect; nearly all actives have a fitted effect of over 60% in size
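Protein-peptide AlphaScreen: BAZ2B 50 nM, b-H3K14Ac 50 nM, 1x PBS pH 7.4 + 0.01% Tween-20. Preincubation 30 min RT; cpd 30 min RT (top 110 uM); beads 20 min RT, light-protected.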
APE1 inh – inhibitors of human APE1 endonuclease; P27695; recombinant APE1, TAMRA/BHQ-2 abasic DNA cleavage fluorescence; Potency, µM (doses to about 65.8 µM), for the others: top-dose activity change, negative = inhibition, hits mostly inhibitors; 350,000 tested, 0.35% active;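 further: plate controls were vehicle for no effect and reference inhibitor for full effect; nearly all actives have a fitted effect of over 55% in size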
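Incision of a quenched TAMRA/BHQ-2 THF abasic-site duplex (50 nM) by 0.75 nM APE1, after 15 min compound preincubation, measured as fluorescence increase over three 60 s reads. Values normalized to buffer, DMSO and NSC13755 control wells.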
G9a block – blocks human histone lysine methyltransferase G9a; G9a H3K9 monomethylation, AlphaScreen, 2 h; Potency, µM (top dose mostly 102 µM), for inactives: top-dose activity, negative = inhibition, hits mostly inhibitors; Q96KQ7; 350,000 tested, 8.8% active; further: on the % scale 0 is the no-effect control and ±100 the full control effect; nearly all actives have a fitted effect of over 75% in size
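Chemiluminescent proximity detection of H3K9 monomethylation, read after 10 min bead incubation in the dark. Reaction: 20 nM G9a, 500 nM biotin-H3K9 peptide, 20 uM SAM cofactor, 2 h, room temperature, following 15 min enzyme-compound preincubation.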
BLM inh – inhibitors of human Bloom syndrome helicase BLM. P54132. recombinant BLM DNA unwinding, fluorescence dequenching. Potency, µM (series often up to 56.1 µM), for inactives: top-dose activity change, negative = inhibition, hits mostly inhibitors. 350,000 tested, 0.2% active;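 further: plate controls were vehicle for no effect and no enzyme for full effect; nearly all actives have a fitted effect of over 35% in size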
Anesthetic bind – candidate novel general anesthetic via apoferritin binding; P02791; apoferritin/1-aminoanthracene competitive binding, fluorescence; Potency, µM (highest dose often 77.5 µM), without a hit: at the top dose activity change, negative = displacement, hits mostly inhibitors; 350,000 tested, 0.074% active; AID 485281; further: on the % scale 0 is the no-effect control and ±100 the full control effect; nearly all actives have a fitted effect of over 20% in size
Target sequence (P02791 2-175 limits assumed): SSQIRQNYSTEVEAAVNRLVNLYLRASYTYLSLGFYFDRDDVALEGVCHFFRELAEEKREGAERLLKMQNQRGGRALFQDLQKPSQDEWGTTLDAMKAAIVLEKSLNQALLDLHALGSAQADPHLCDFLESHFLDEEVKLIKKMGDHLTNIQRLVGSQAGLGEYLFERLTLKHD
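Horse-spleen apoferritin (10 uM) in 50% saturated 1-aminoanthracene in PBS was incubated 10 min at room temperature with compound. Fluorescence (ex 380, em 535 nm) was normalized to free and bound 1-AMA, with concentration-response fitted by a four-parameter Hill equation.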
POLB inh – blocks human DNA polymerase beta activity; AID 485314; 340,000 tested, 1.3% active; P06746; Pol beta primer extension/strand displacement, fluorescence kinetic; Potency, µM (doses to about 114 µM), without a hit: top-dose activity change, negative = inhibition, most hits filed as inhibitors; further: on the % scale 0 is the no-effect control and ±100 the full control effect
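Curves were derived by four-parameter Hill fits of normalized qHTS data. The kinetic fluorescent primer-extension read was taken at 0 and 10 min after 50 nM substrate, following a 15 min room-temperature preincubation of 10 nM enzyme with compounds.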
Pol eta inh – blocks human DNA polymerase eta activity; Q9Y253; recombinant Pol eta, fluorescent DNA replication assay; Potency, µM (highest dose often 114 µM), for the others: at the highest dose activity change, negative = inhibition, actives largely listed as inhibitors; 390,000 tested, 1.2% active; AID 588591; further: on the % scale 0 is the no-effect control and ±100 the full control effect
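Fluorescent replication assay: 50 nM final substrate added after a 15 min room-temperature compound preincubation with 10 nM enzyme. Signal taken at 0 min and again at 10 min.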
POLI inh – blocks human DNA polymerase iota activity; Q9UNA4; Pol iota fluorescent replication assay, 10 min; Potency, µM (doses to about 115 µM), for the others: top-dose activity, negative = inhibition, most hits filed as inhibitors; 390,000 tested, 1% active; AID 588590
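Pol iota at 10 nM preincubated 15 min with compounds at room temperature; reaction started with fluorescent substrate, 50 nM final. Fluorescence read kinetically at 0 and 10 min; buffer-only wells as negative control.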
POLK inh – DNA polymerase kappa (human) inhibition | purified Pol kappa, fluorescent DNA synthesis assay, 10 min | Potency, µM (doses to about 107 µM), without a hit: top-dose activity, negative = inhibition, most hits filed as inhibitors | Q9UBT6 | AID 588579 | 400,000 tested, 0.53% active; further: on the % scale 0 is the no-effect control and ±100 the full control effect
Target sequence (Q9UBT6 whole entry, looked up): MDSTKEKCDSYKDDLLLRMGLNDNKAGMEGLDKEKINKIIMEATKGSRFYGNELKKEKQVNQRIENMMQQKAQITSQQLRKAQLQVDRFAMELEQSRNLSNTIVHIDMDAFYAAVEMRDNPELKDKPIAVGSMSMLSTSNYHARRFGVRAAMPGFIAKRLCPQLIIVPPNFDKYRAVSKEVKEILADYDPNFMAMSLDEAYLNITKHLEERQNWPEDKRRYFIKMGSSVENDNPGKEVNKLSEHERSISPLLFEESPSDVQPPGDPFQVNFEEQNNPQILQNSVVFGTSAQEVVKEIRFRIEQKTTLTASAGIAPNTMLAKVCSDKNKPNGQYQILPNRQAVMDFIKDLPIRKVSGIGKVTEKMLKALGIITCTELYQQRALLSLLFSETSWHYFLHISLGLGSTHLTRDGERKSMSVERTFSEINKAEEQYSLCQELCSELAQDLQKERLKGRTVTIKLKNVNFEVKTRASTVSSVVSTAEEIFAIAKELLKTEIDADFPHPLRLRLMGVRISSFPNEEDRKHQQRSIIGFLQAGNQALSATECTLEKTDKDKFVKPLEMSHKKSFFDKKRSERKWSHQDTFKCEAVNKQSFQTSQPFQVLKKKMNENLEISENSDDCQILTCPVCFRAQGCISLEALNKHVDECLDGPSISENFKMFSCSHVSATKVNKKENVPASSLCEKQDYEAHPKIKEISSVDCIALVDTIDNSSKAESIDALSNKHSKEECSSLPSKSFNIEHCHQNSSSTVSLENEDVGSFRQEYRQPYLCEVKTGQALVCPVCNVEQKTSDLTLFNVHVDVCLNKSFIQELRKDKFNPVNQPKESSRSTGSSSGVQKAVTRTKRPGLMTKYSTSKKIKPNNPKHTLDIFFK
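Kinetic fluorescence readout at 0 and 10 min followed reaction start with substrate at 50 nM final. Beforehand, enzyme (10 nM Pol kappa) stood 15 min with compound at room temperature; buffer-only wells were negative controls.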
An asterisk follows results filed as active; u = inconclusive; x = not tested or not shown; [ ] = another dose, or the depositor's remark. The call rests on the fitted dose curve; in most records, active means well fitted curve in the direction sought with a large enough effect; inconclusive means small, poorly fitted or top-dose-only effect, or another doubt; inactive means no such curve, though single readings can be large; an effect the other way counts as inactive or inconclusive. Potency means the concentration at half of the fitted maximal effect.

Values run as follows: BAZ2B block, APE1 inh, G9a block, BLM inh, Anesthetic bind, POLB inh, Pol eta inh, POLI inh, POLK inh
- CCOC(=O)C1CCN(c2nc3ccccc3nc2C(C#N)C(=O)OC(C)C)CC1 (configuration not stated)
→ -2%, 13%, 26%[2.33 µM], -2%, 1%, 40%, -5%, u, -6%
- COc1cc(-c2nnc(SCC(=O)N(C)C3CCS(=O)(=O)C3)o2)cc(OC)c1OC (configuration not stated)
→ -12%, 0%, -9%, -2%, -8%, -17%, -10%, 30%, -4%
- NC(=O)c1cc([N+](=O)[O-])c(Cl)cc1NCc1ccccn1
→ 79µM*, -3%, 11%[2.33 µM], x, x, x, -17%, -7%, 0%
- Cn1nc(C(=O)OCC(=O)Nc2sccc2C(N)=O)c2ccccc2c1=O
→ -34%, -11%, -1%, -11%, 4%, -13%, -8%, -21%, -19%
- CC(OC(=O)[C@H](C)NC(=O)c1ccccc1Cl)C(=O)NCc1ccc2c(c1)OCO2 (some centres not stated)
→ 8%, 8%, 3%, x, x, x, -15%, 4%, 9%
- COc1ccc(C2N(c3ccccc3)C(=O)C2(F)F)cc1OC (configuration not stated)
→ 5%, -5%, -7%, -6%, -1%, u, -3%, 135%[activator], -13%
- C=CCOc1c(OC)cc(Cl)cc1C1NC(=O)NC(C)=C1C(C)=O (configuration not stated)
→ 2%, 1%, 13%[59 µM], -8%, -11%, 26%, 11%, 28%, -10%
- COC(=O)C1=C[C@@H](C(=O)OC)C2C3=C(C(=O)[C@]2(CC(C)C)NC(=O)c2ccccc2)[C@H](C)n2c(=O)n(-c4ccccc4)c(=O)n2[C@@H]3C1 (some centres not stated)
→ x, -1%, x, 1%, -20%, x, x, 12%, -3%
- CCC(Sc1nncn1C)C(=O)Nc1nnc(-c2ccccc2Cl)s1 (configuration not stated)
→ 10%, -3%, u, 0%, 2%, -23%, -4%, 25%, 10%
- CS(=O)(=O)N(CC(=O)Nc1cccc(Cl)c1)c1ccccc1Cl
→ 12%, -6%, 10%, -10%, -18%, 1%, -16%, 6%, -2%
- COc1ccc(/C=C/C(=O)OCC(=O)Nc2c(C)cccc2C)cc1
→ 1%, -2%, 26%, -3%, -13%, -1%, 2%, -4%, 1%
- Cc1ccc(CN(CC(=O)NCc2ccc3c(c2)OCO3)C(=O)c2csnn2)cc1
→ 1%, -4%, 9%, -9%, 3%, 19%, 9%, 4%, -14%
- Cc1cc(=O)[nH]c(SCc2nnnn2-c2ccc(Cl)cc2)n1
→ -27%, -1%, 12%, 3%, -7%, -12%, -18%, -8%, -4%
- CCOc1ccc(NC(=O)Cn2nnc(-c3nc(-c4ccncc4)no3)c2N)cc1
→ -6%, x, -21%[59 µM], -9%, -2%, 18%, x, 16%, -5%
- COc1cccc(C(=O)Nc2ccc3c(c2)n(C)c(=O)n3C)c1
→ u, 13%, 74%[activator], -2%, -3%, 3%, -21%, 79%[activator], -3%

The final 2 compounds of the part before open the next one.
Values run as follows: BAZ2B block, APE1 inh, G9a block, BLM inh, Anesthetic bind, POLB inh, Pol eta inh, POLI inh, POLK inh
- CCOc1ccc(NC(=O)Cn2nnc(-c3nc(-c4ccncc4)no3)c2N)cc1
→ -6%, x, -21%[59 µM], -9%, -2%, 18%, x, 16%, -5%
- COc1cccc(C(=O)Nc2ccc3c(c2)n(C)c(=O)n3C)c1
→ u, 13%, 74%[activator], -2%, -3%, 3%, -21%, 79%[activator], -3%
- CCc1cccc(C)c1NC(=O)C(CC)Sc1nc2ccncc2[nH]1 (configuration not stated)
→ 3%, x, 3%[59 µM], -1%, -18%, -24%, -14%, 12%, -6%
- CCCSc1nc2cc(C)c(C)cc2n1CC(O)CO (configuration not stated)
→ -3%, 12%, 4%, 2%, -7%, 20%, -10%, -3%, -8%
- CN(C(=O)COC(=O)c1c[nH]c(=O)[nH]c1=O)C1CCCCC1
→ -3%, 5%, -18%, -1%, 1%, 12%, -10%, -9%, 11%
- O=C(CCN1C(=O)C2CC=CCC2C1=O)Nc1ccccc1Cl (configuration not stated)
→ -11%, 22%, 1%, -3%, -13%, 1%, -6%, 11%, 6%
- COc1ccc(/C=N/NC(=S)NC2CCS(=O)(=O)C2)cc1 (configuration not stated)
→ 5%, 1%, -26%, -11%, 6%, 19%[57.1 µM], -4%, 119%[activator], -10%
- N/C(=N\OC(=O)CCCCCN1C(=O)c2ccccc2C1=O)c1ccccc1
→ 82%[activator], -4%, 25%[59 µM], -2%, -7%, -18%, -11%, 6%, -12%
- CCCCOc1ccc(C2C(C(=O)Nc3ccccc3OC)=C(C)Nc3nnnn32)cc1OC (configuration not stated)
→ 6%, x, 7%[59 µM], -1%, u, 21%, 6%, -8%, -5%
- Cc1ccc(C(=O)Nc2ccccc2C(=O)OCc2cc(=O)n3nc(C(C)C)sc3n2)cc1
→ -1%, x, 26%[59 µM], -1%, -6%, 10%, -21%, 18%, 1%[60.1 µM]
- Cc1cc(=O)oc2c(CN3CCCC3)c(O)ccc12
→ 1%, 31%[activator], 0%, 1%, 477%[activator], 31%, -15%, 8%, -2%
- O=c1[nH]c(=O)n(Cc2ccccc2)c2nc(-c3ccc(C(F)(F)F)cc3)n(CCO)c12
→ 19%, 63%[activator], -3%, -8%, -18%, u, -3%, 7%, 5%
- Cc1cccc(CN2C(=O)/C(=C\c3ccc(C(=O)NCCCN4CCN(C)CC4)cc3)Oc3ccccc32)c1
→ -8%[57.1 µM], -30%, u, 45%[activator], 7%, -29%, x, x, x
- O=c1oc2ccccc2c2c1ncn2CCN1CCOCC1
→ 1%, -1%, 12%, 0%, -7%, 1%, -25%, 4%, -5%
- O=C(Nc1cccc(S(=O)(=O)N2CCCCC2)c1)C1CCN(C(=O)c2ccc(Cl)cc2)CC1
→ -3%, -9%, u, x, x, x, u, -19%, -7%
- CC(C)(NC(=O)NC(CO)c1ccccc1)c1cccc(C(C)(C)NC(=O)NC(CO)c2ccccc2)c1 (configuration not stated)
→ -3%, 57%[activator], 12%[2.33 µM], x, x, x, -18%, 53%[activator], 2%
- Cc1sc2ncnc(NCC(c3ccco3)N(C)C)c2c1C (configuration not stated)
→ 7%, 2%, 5%[59 µM], 3%, -22%, 16%, 1%, 0%, -12%

A draw from above in order of molecular weight, lowest first:
Values run as follows: BAZ2B block, APE1 inh, G9a block, BLM inh, Anesthetic bind, POLB inh, Pol eta inh, POLI inh, POLK inh
- Cc1cc(=O)oc2c(CN3CCCC3)c(O)ccc12
→ 1%, 31%[activator], 0%, 1%, 477%[activator], 31%, -15%, 8%, -2%
- CN(C(=O)COC(=O)c1c[nH]c(=O)[nH]c1=O)C1CCCCC1
→ -3%, 5%, -18%, -1%, 1%, 12%, -10%, -9%, 11%
- Cc1ccc(C(=O)Nc2ccccc2C(=O)OCc2cc(=O)n3nc(C(C)C)sc3n2)cc1
→ -1%, x, 26%[59 µM], -1%, -6%, 10%, -21%, 18%, 1%[60.1 µM]
- CC(C)(NC(=O)NC(CO)c1ccccc1)c1cccc(C(C)(C)NC(=O)NC(CO)c2ccccc2)c1 (configuration not stated)
→ -3%, 57%[activator], 12%[2.33 µM], x, x, x, -18%, 53%[activator], 2%

(listing goes on)
Values run as follows: BAZ2B block, APE1 inh, G9a block, BLM inh, Anesthetic bind, POLB inh, Pol eta inh, POLI inh, POLK inh
- CCOCC(=O)Nc1cc([N+](=O)[O-])ccc1OC
→ 3%, -2%, 13%, -1%, -11%, 0%, -17%, 33%[activator], 1%
- Cc1ncc([N+](=O)[O-])n1CCOC(=O)Nc1ccc(Cl)c(Cl)c1
→ 1%, -2%, u, -1%, u, 22%, -13%, 4%, -6%
- CC(=O)NNC(=S)NC(=O)c1ccccc1
→ 1%, -4%, 6.3µM*, -3%, -4%, 9%, -13%, 25%, 1%
- COc1ccc(Cn2nnc3c(=O)[nH]c(C4CCN(S(=O)(=O)c5ccc(C)cc5)CC4)nc32)cc1
→ -30%, 12%, -5%, -7%, 3%, -16%, -11%, 12%, 6%
- O=C(COC(=O)COc1cccc(Br)c1)Nc1c(Cl)cccc1Cl
→ 8%, 1%, 24%[59 µM], 1%, -2%, 14%, -17%, 18%, 7%
- Cc1noc(C)c1CSCC(=O)NC1=NCCS1
→ 9%, 3%, 8%, -1%, u, 27%, 0%, 12%, -5%
- Cc1ccc(N2C(=O)c3ccccc3C2=O)cc1Cl
→ 3%, -5%, 4%[59 µM], -3%, -17%, 2%, -4%, 5%, -14%
- COc1cccc(NC(=O)Cn2c(=O)n(-c3ccccc3)c(=O)c3ccc(C(=O)NCc4ccc5c(c4)OCO5)cc32)c1
→ x, x, 5%[59 µM], -2%, -12%, -22%, -4%, 2%, -18%
- CN=C(Nc1cc(C)nn1-c1ccccc1)c1ccccc1F
→ 0%, -2%, -8%[12.7 µM], -4%, -8%, 0%, -4%, 10%, -1%
- N#Cc1cccc(NC(=O)Cn2cnc(S(=O)(=O)N3CCc4ccccc43)c2)c1
→ -29%, 65%[activator], 19%, -4%, -13%, -1%, -21%, u, 0%
- CCOc1ccc(CCNC(=O)c2ccc(CS(=O)(=O)Cc3ccccc3Cl)o2)cc1OCC
→ u, x, -5%[59 µM], -7%, 51%[activator], 16%, -8%, -8%, -9%[60.1 µM]
- COc1cc(CNc2ccccc2SC)ccc1O
→ u, -2%, u, -2%, u, u, -9%, u, -13%

Entries of single compounds from above. Screens in order: BAZ2B block, APE1 inh, G9a block, BLM inh, Anesthetic bind, POLB inh, Pol eta inh, POLI inh, POLK inh
Results for Cc1ccc(N2C(=O)c3ccccc3C2=O)cc1Cl → 3%, -5%, 4%[59 µM], -3%, -17%, 2%, -4%, 5%, -14%
Results for CCCSc1nc2cc(C)c(C)cc2n1CC(O)CO (configuration not stated) → -3%, 12%, 4%, 2%, -7%, 20%, -10%, -3%, -8%

In the list so far, 2 have a furan ring, fused or not:
Values run as follows: BAZ2B block, APE1 inh, G9a block, BLM inh, Anesthetic bind, POLB inh, Pol eta inh, POLI inh, POLK inh
- Cc1sc2ncnc(NCC(c3ccco3)N(C)C)c2c1C (configuration not stated)
→ 7%, 2%, 5%[59 µM], 3%, -22%, 16%, 1%, 0%, -12%
- CCOc1ccc(CCNC(=O)c2ccc(CS(=O)(=O)Cc3ccccc3Cl)o2)cc1OCC
→ u, x, -5%[59 µM], -7%, 51%[activator], 16%, -8%, -8%, -9%[60.1 µM]

This is a subset; the hit share may differ from the screen's.
